High-throughput results: PubChem, several laboratories
NCOA2 inhibitor – inhibits human steroid receptor coactivator 2; Q15596; HEK293 GAL4-SRC2 luciferase reporter, luminescence; inhibition, % at 9 µM; 0.17% of 370,000 active;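 active = inhibition above the mean inhibition of all tested compounds plus 3 SD, set per campaign, cut at about 52% in these data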;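 also: 0% = DMSO treated cells and 100% = cells given Gossypol at 36 µM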
NOD2-RIPK2 inh – NOD2-RIPK2 protein interaction inhibition | O43353 | CHO BLA complementation NOD2-RIPK2, CCF4 ratio | inhibition, % at 4.98 µM | 0.38% of 360,000 active | AID 624267; in the data active = inhibition above about 21%;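 also: 0% = vehicle only and 100% = reference blocker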
Target sequence (O43353 whole entry, looked up): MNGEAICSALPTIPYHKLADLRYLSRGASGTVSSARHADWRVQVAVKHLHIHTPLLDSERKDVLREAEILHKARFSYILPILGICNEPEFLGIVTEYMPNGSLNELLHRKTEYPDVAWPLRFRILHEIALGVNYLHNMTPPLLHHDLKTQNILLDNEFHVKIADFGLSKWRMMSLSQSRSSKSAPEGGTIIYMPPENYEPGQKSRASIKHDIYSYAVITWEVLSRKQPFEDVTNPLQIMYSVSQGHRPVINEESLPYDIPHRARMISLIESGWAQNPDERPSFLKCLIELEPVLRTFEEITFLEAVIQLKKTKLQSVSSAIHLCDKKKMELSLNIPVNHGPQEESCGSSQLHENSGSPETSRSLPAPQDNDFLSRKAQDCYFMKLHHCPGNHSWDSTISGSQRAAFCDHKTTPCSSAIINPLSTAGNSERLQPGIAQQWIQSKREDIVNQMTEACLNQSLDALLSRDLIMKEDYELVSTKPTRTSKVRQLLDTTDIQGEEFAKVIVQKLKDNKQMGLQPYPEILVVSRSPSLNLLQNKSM
NCOA1 inh – inhibitors of human steroid receptor coactivator 1 (SRC1). Q15788. HEK293 GAL4-SRC1 luciferase reporter, luminescence. inhibition, % at 3.6 µM. 0.12% of 360,000 active. AID 588354;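 active = inhibition above the campaign mean plus 3 SD, with each screening campaign given its own cutoff, cut at about 60% in these data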;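 also: 0% = DMSO treated cells and 100% = gossypol at 36 µM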
TROY signal inh – TROY signaling inhibition. Q293 LMP1-TROYcd NF-kB luciferase reporter, 4 h. inhibition, % at 10 µM. 0.98% of 360,000 active;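 active = compounds whose plate-normalised and pattern-corrected inhibition of the luciferase reporter signal at the single screening dose is 50% or more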
TLR9-MyD88 inh – TLR9-MyD88 interaction inhibition. inhibition, % at 4.98 µM. AID 504734. CHO BLA complementation TLR9-MyD88, CCF4 FRET ratio. Q9NR96+Q99836. 0.21% of 340,000 active;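 active = inhibition above the mean over all tested compounds plus 3 SD, cut at about 21% in these data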;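 also: 0% = DMSO only wells and 100% = clavulanate BLA inhibitor control wells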
NCOA3 inh – inhibits human SRC3 coactivator; 0.17% of 360,000 active; AID 588352; inhibition, % at 3.6 µM; HEK293 GAL4-SRC3 luciferase reporter, luminescence;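 active = inhibition above a per-campaign cutoff, the mean of all compounds plus 3 SD, cut at about 60% in these data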;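 also: 0% = DMSO-treated cells and 100% = gossypol-treated cells at 36 µM; higher means less SRC3-driven luciferase light from the GAL4 reporter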
ABHD5 PLIN5 PPI – ABHD5-PLIN5 protein interaction inhibition | Split G. princeps luciferase complementation, luminescence, 4 h | inhibition, % at 4 µM | 0.78% of 360,000 active;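 active = inhibition above the mean inhibition across every tested compound plus 3 SD, cut at about 22% in these data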;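 also: 0% = DMSO only wells and the 100% control is not disclosed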
TWEAK-Fn14 inh – TWEAK-Fn14 signaling inhibition; TWEAK-stimulated Fn14 reporter cells, luciferase luminescence, 8 h; inhibition, % at 10 µM; 2% of 360,000 active; in the data active = inhibition above about 50%
Exocytosis inh – lytic granule exocytosis inhibition; TALL-104 LAMP-1 surface exposure, flow cytometry; cells stimulated with thapsigargin and PMA; inhibition, % at 10 µM; 0.66% of 360,000 active; AID 651702;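 active = inhibition above about 55%, limit read from the data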
LRH-1 inv ag – suppresses constitutive activity of human LRH-1; HEK293T StAR-luciferase reporter, LRH-1 transfected, 24 h; 0.13% of 360,000 active; O00482; inhibition, % at 3.6 µM;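 active = inhibition above the mean inhibition of all tested compounds plus 3 SD, cut at about 73% in these data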;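 also: 0% = DMSO wells and 100% = reporter-only cells lacking LRH-1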
COUP-TFII inh – NR2F2 (human) inhibition, primary screen. P24468. HEK293T NGFI-A luciferase reporter, luminescence. inhibition, % at 8.6 µM. 0.7% of 370,000 active;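 active = inhibition above a per-plate cutoff, mean inhibition of test wells between control levels plus 3 SD, cut at about 38% in these data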;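 also: cells cotransfected with COUP-TFII expression vector driving the NGFI-A reporter; 0% = median of COUP-TF2 test wells and 100% = reporter-only cells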
Target sequence (P24468 whole entry, looked up): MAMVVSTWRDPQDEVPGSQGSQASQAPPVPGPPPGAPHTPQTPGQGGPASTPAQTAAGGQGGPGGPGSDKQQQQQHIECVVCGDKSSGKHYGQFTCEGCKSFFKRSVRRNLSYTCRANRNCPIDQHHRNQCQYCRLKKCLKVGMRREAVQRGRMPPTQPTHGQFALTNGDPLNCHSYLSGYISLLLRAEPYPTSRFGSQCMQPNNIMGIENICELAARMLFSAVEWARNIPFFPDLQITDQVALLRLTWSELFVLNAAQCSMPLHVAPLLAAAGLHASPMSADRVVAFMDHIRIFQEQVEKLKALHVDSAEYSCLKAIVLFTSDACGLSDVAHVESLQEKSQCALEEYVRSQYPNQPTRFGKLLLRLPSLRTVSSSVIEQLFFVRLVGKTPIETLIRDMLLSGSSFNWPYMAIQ
Starred values were filed as active, the others as inactive; x = no result given. Some of the compounds tested; rates above refer to the full screens.

The first 4 entries as a preview:
SMILES	NCOA2 inhibitor	NOD2-RIPK2 inh	NCOA1 inh	TROY signal inh	TLR9-MyD88 inh	NCOA3 inh	ABHD5 PLIN5 PPI	TWEAK-Fn14 inh	Exocytosis inh	LRH-1 inv ag	COUP-TFII inh
CC(=O)Nc1ccc(S(=O)(=O)NNC(=O)c2sc(=S)n(C)c2C)cc1	-18	-1	9	-1	-8	-2	6	-4	-1	20	-4
COc1ccc(/C=C(\C#N)C(=O)OCC(=O)NCc2ccccc2)cc1	-17	9	16	-2	8	3	0	5	1	-8	7
COc1ccc(OC)c(C(=O)CC2OC(=O)c3ccccc32)c1 (stereo unspecified)	2	-1	4	2	-6	-9	4	17	0	6	-15
C/C(=C\c1ccc2c(c1)OCO2)C(=O)c1c(C)cc(C)[nH]c1=O	30	-8	6	10	-3	12	6	35	18	9	13

The listing, from the start:
SMILES	NCOA2 inhibitor	NOD2-RIPK2 inh	NCOA1 inh	TROY signal inh	TLR9-MyD88 inh	NCOA3 inh	ABHD5 PLIN5 PPI	TWEAK-Fn14 inh	Exocytosis inh	LRH-1 inv ag	COUP-TFII inh
CC(=O)Nc1ccc(S(=O)(=O)NNC(=O)c2sc(=S)n(C)c2C)cc1	-18	-1	9	-1	-8	-2	6	-4	-1	20	-4
COc1ccc(/C=C(\C#N)C(=O)OCC(=O)NCc2ccccc2)cc1	-17	9	16	-2	8	3	0	5	1	-8	7
COc1ccc(OC)c(C(=O)CC2OC(=O)c3ccccc32)c1 (stereo unspecified)	2	-1	4	2	-6	-9	4	17	0	6	-15
C/C(=C\c1ccc2c(c1)OCO2)C(=O)c1c(C)cc(C)[nH]c1=O	30	-8	6	10	-3	12	6	35	18	9	13
Cc1ccc(NC(=O)c2c(Cl)n(C)c3ccccc23)cc1	-45	-4	-54	-93	-3	-55	3	-18	0	-42	-20
O=C(Nc1cc(Cl)ccc1N1CCOCC1)c1ccc2c(c1)OCO2	-30	-1	4	-11	0	-15	7	-13	-5	-5	12
CC(=C1C2C=CC1C1C(=O)NC(=O)C21)c1ccccc1 (stereo unspecified)	9	-1	0	-10	2	-6	1	5	2	-17	-1
Cc1c(NC(=S)NNC(=O)CCC(=O)O)c(=O)n(-c2ccccc2)n1C	12	3	5	-10	2	8	-9	-1	2	16	-7
CCOc1ccccc1N1CC(C(=O)Nc2ccccc2N2CCCC2)CC1=O (stereo unspecified)	-7	-8	4	-10	3	-3	-6	17	1	-10	5
CC(C)c1ccc(C(=O)Nc2ccc(CN3CCOCC3)cc2)cc1	-17	-4	4	7	-11	16	1	18	16	4	38*
COc1ccc(-c2nc3ccccc3nc2-c2ccc(OC)c(OC)c2)cc1OC	-19	-15	5	1	16	6	9	-12	5	2	-22
CC1CCN(C(=O)/C=C/c2ccc(C(C)(C)C)cc2)CC1	-26	-2	-33	-94	1	-42	-3	-71	-2	-56	-18
O=C1NCCc2c1[nH]c1ccc([N+](=O)[O-])cc21	16	-2	26	26	10	18	0	22	0	12	-1
COc1ccc(S(=O)(=O)N2CCC(C(N)=O)CC2)c2ccccc12	8	-6	-24	11	4	-2	-14	-20	-3	-11	4
CC(C)(C)c1ccc(C(=O)NC(CC(=O)O)c2ccc(OC3CCCC3)cc2)cc1 (stereo unspecified)	-7	1	13	-25	1	5	-3	0	3	-6	5
CCOc1ccc(-c2c(C(=O)N/N=C/c3ccncc3)nnn2-c2nonc2N)cc1	5	10	13	5	1	10	1	4	7	5	8
Cc1ccc(C)c2[nH]c(=O)c(CN(Cc3ccco3)C(=O)Nc3ccccc3)cc12	x	7	0	x	-4	3	6	-3	16	7	x
Cc1ccccc1NS(=O)(=O)c1ccc(Cl)cc1	0	-13	0	15	0	20	-5	4	2	5	-7
CN(Cc1ccccc1)C(=S)Nc1cccnc1	11	-13	3	-4	5	3	-3	1	5	4	16
COCc1nnc(NS(=O)(=O)c2c(C)cc(C)cc2C)s1	5	-7	6	1	6	22	13	-15	6	-3	-6
O=C(COC(=O)c1ccc[nH]c1=O)NCCC1=CCCCC1	-16	8	3	-10	-3	-27	-1	-12	-2	-29	6
CC(C)CN(C(=O)COC(=O)/C=C/c1ccc(Cl)c(Cl)c1)c1c(N)n(Cc2ccccc2)c(=O)[nH]c1=O	-5	-7	4	-14	-2	10	-4	19	-9	-2	-18
CN1CC(=O)N(CC(=O)NCCc2ccc(F)cc2)c2ccccc2C1=O	4	0	-15	15	1	-2	-2	-6	-2	12	-9
Cn1c(=O)c(C(=O)NCCc2ccccc2)c(O)c2ccccc21	5	0	-26	-40	-14	-45	8	-27	-6	25	9
COc1ccc(NC(=O)c2ccc3[nH]c(=O)c(=O)[nH]c3c2)c(OC)c1	-11	3	-14	-2	-15	-3	0	1	-2	-2	5
COc1ccc(-n2c(SCC(=O)Nc3cc(C)on3)nc3c(c2=O)SCC3)cc1OC	-3	3	-10	6	5	-4	-5	7	3	-9	-4
O=C(CC1CCCC1)N1CCN(S(=O)(=O)c2ccc(F)cc2)CC1	9	1	-1	-10	-4	8	-12	5	-1	-38	1
COc1ccccc1C(=O)NCCC(=O)N(C)Cc1cccnc1	6	-3	-6	-9	-4	13	5	2	-12	-6	-10
COc1ccc(C(NC(=O)C2CCN(C/C=C/c3ccc(OC(C)=O)c(OC)c3)CC2)c2ccccn2)cc1 (stereo unspecified)	-15	-103	-10	-5	x	3	10	6	-3	-7	-2
CCOc1ccc(N(CC(=O)N2CCOCC2)S(=O)(=O)c2ccc(Cl)cc2)cc1	8	-17	-2	-9	8	3	-6	16	7	-3	19
COc1ccc(-c2cc(C(=O)Nc3cc(Cl)ccc3OC)no2)cc1	-7	-8	-5	-22	0	-11	3	-16	-2	19	18
CN1CCN(c2ccc(Cl)cc2NC(=O)c2ccc(S(=O)(=O)N(C)C)cc2)CC1	-2	5	9	-4	-3	4	8	-5	-3	17	8
CCOc1ccc(S(=O)(=O)N(C)c2ccc(OCC(=O)NCc3ccco3)cc2)cc1	-4	2	-8	1	-13	-45	0	6	2	-17	-2
CCc1cc2c(NC3CCCC3)ncnc2s1	31	-17	19	18	1	24	2	37	-2	22	40*
O=C(CCCN1C(=O)/C(=C/c2ccccc2Cl)SC1=S)NCCCN1CCOCC1	79*	-4	18	18	0	15	-8	28	-15	18	63*
CCCCNC(=O)CSc1ccc(S(=O)(=O)N2CCOCC2)cn1	-6	2	-27	-14	-7	6	-4	12	4	-10	15
N#CC1=C(S)N(c2ccccc2)C(c2ccco2)NC1=O (stereo unspecified)	-26	6	-23	-7	-2	-12	3	6	-6	6	-4
O=C(CC[C@H]1O[C@@H](n2cnc3c(NC(=O)c4ccccc4)ncnc32)[C@H](O)[C@@H]1O)NCC(F)(F)F	2	1	5	-4	x	-2	-10	4	-2	-14	-18
O=C1CSC(c2cccnc2)N1C1CCCCC1 (stereo unspecified)	29	-8	-9	10	2	6	-5	-9	1	-14	-8
CC1(C)S[C@@H]2[C@H](NC(=O)COc3ccccc3)C(=O)N2C1C(=O)OCC1CCCCC1 (stereo partly specified)	3	9	-4	22	-6	-6	-7	7	0	-12	8
NC(=O)C1=C[C@H](c2ccccc2)C[C@H](OCc2ccc(CO)cc2)O1	-24	8	-42	-43	-9	-22	0	-9	-12	-8	-17
O=[N+]([O-])c1ccc(N2CCN(Cc3cccc([N+](=O)[O-])c3)CC2)cc1	27	-4	-4	-5	0	-1	2	-7	9	31	18
COc1ccc(C2Nc3ccccc3C(=O)N2Cc2ccccc2)cc1Cn1nnc2ccccc21 (stereo unspecified)	1	-2	10	-7	-6	9	2	4	7	21	15
CCc1noc(C)c1C(=O)NCCN1C(=O)S/C(=C\c2ccccc2F)C1=O	-12	-6	5	10	-12	2	-4	2	25	2	4
O=C(CC1CCCCC1)NCc1ccc(F)cc1	-33	-23	-25	-30	-5	5	-1	7	0	9	-10
Cc1ccc(-c2nn(-c3ccccc3)cc2C=C2SC(=S)N(CCS(=O)(=O)O)C2=O)cc1	-33	-5	-8	-17	x	0	9	18	-2	8	-9
N/C(Cc1cccc2ccccc12)=N\OC(=O)c1ccc2c(c1)OCO2	3	-3	-7	-24	-15	-6	0	11	0	13	-9
CCCN(CCC)CC(O)Cn1cc(/C=C/C(=O)c2ccccc2)c2ccccc21 (stereo unspecified)	-31	12	8	-12	2	3	18	4	92*	-5	-7
Cc1ccc(NC(=O)CSc2nnc(-c3ccncc3)s2)cc1	-1	-6	3	3	2	-1	-3	-1	3	-12	-5
O=C(Nc1nc(-c2ccccc2)cs1)c1ccc(Br)o1	-61	-5	-23	-11	12	-10	-5	3	-3	-18	-11
COc1cccc(OCc2cc(C(=O)NCc3ccc4c(c3)OCO4)no2)c1	-25	-8	-3	-68	-8	-23	3	-9	10	5	-34
CCc1nc2ccc(C(=O)N3CCC(O)(Cc4ccccc4)CC3)cn2c1N(C)C(=O)Cc1ccccc1	2	-15	-8	-6	x	-5	-7	-12	7	-12	7
CCN(CC)S(=O)(=O)c1ccc(N(C)Cc2ccc(C(F)(F)F)cc2)nc1	33	-16	-12	31	-9	-5	-13	37	-2	22	42*
Cc1ccc(S(=O)(=O)N2CCN(Cc3ccccc3)CC2)s1	-2	2	3	8	0	-10	-4	-5	-1	10	-9
COc1cc(/C=C2\SC(=S)N(NC(C)=O)C2=O)ccc1OC(=O)c1ccco1	-20	9	-25	-45	-3	-28	-6	-27	-8	-6	-10
CC1CC(C)CN(CC(=O)N2c3ccccc3CCc3ccccc32)C1 (stereo unspecified)	-19	-7	5	5	0	8	-3	9	-2	9	24
CCOc1ccc(NC(=O)[C@@H](NC(=O)OCc2ccccc2)[C@@H](C)CC)cc1	10	5	-2	-9	-5	-9	-2	-3	-2	-21	19
C=CCn1c(SCC(=O)c2c(N)n(CCC)c(=O)n(C)c2=O)nc2sc(CC)cc2c1=O	16	-1	-1	-6	-5	5	0	17	-3	25	-15
COc1ccc2c(c1)c(=O)oc1cc(O)ccc12	-11	-4	-27	-54	10	15	8	-47	-1	-4	4
CCC(C(=O)NC1CCCC1)N(C(=O)Cn1nnc(-c2ccc(OC)c(OC)c2)n1)c1cccc(O)c1 (stereo unspecified)	-12	2	6	-2	11	-13	-4	-9	-9	1	-22

Next section
SMILES	NCOA2 inhibitor	NOD2-RIPK2 inh	NCOA1 inh	TROY signal inh	TLR9-MyD88 inh	NCOA3 inh	ABHD5 PLIN5 PPI	TWEAK-Fn14 inh	Exocytosis inh	LRH-1 inv ag	COUP-TFII inh
CC(=O)N=c1c(C#N)cc2c(=O)n3cccc(C)c3nc2n1CCCOC(C)C	2	-16	-41	-3	x	1	2	13	-2	7	9
O=C(NN=Cc1ccc(N2CCOCC2)s1)c1ccc([N+](=O)[O-])cc1	-9	2	-2	10	3	7	3	-28	-15	17	1
O=c1ccc2cc(S(=O)(=O)N3CCN(c4cc(Cl)ccc4Cl)CC3)ccc2o1	-21	5	-2	12	3	12	-6	13	-1	30	-3
O=C(COC(=O)C1(c2ccc(F)cc2)CCCC1)N1CCOCC1	-4	-13	10	x	6	1	-5	-16	3	0	-17
CCOC(=O)N1CCN(C(=O)CCCCCn2c(=S)[nH]c3cc4c(cc3c2=O)OCO4)CC1	-14	0	5	20	-6	14	-9	9	-3	16	-11
c1ccc2[nH]c(CSc3nccs3)nc2c1	-2	-8	-18	-31	-2	-34	-2	-1	-3	-36	5
CC(Sc1nnc(NC2CCCCC2)s1)C(=O)N1CCOCC1 (stereo unspecified)	6	10	16	-4	-8	-20	-9	-23	8	-19	16
